CHO-K1 Ca ag – counter-screen for M1 agonists: effect in parental CHO-K1 cells. activation, % at 3 µM. Fluo-8 calcium fluorescence; scaled to maximal ATP response, vehicle zero. hit rate 0.48% among 360,000; in the data active means activation above about 15%;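 further: untransfected CHO-K1 host cells lacking M1 receptor as counterscreen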
CHO-K1 Ca antag – nonselective inhibitor or artifact in parental CHO-K1 cells. ATP-induced calcium, Fluo-8 fluorescence. inhibition, % at 3 µM. hit rate 0.6% among 360,000;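 active means inhibition above a per-plate cutoff, the plate's mean sample inhibition plus 3 SD, cut at about 24% in these data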;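 further: 0% = DMSO plus EC80 ATP and 100% = DMSO alone without ATP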
CHO parental Ca – counter-screen for OX1R antagonists: effect in parental CHO cells; hit rate 0.63% among 330,000; AID 463079; inhibition, % at 5.6 µM; parental CHO-K1, ATP-induced calcium, Fluo-8 fluorescence;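 active means inhibition above that plate's mean sample inhibition plus 3 SD, cut at about 26% in these data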;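 further: 0% = ATP-challenged DMSO wells and 100% = DMSO wells without ATP; some compounds past the cut are filed as inactive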
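Material – parental CHO cells · Reagent – ATP stimulus · Compound – single nominal dose of 5.6 µM per compound · Detection – Fluo-8 fluorescence · Read-out basis – percent inhibition of calcium signal · Controls – ATP-challenged DMSO wells low, unchallenged DMSO wells high · Repeats – no replicates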
TAAR1 antagonist – antagonists of human TAAR1; Q96RJ0; CHO RD-HGA16 TAAR1, Fluo-8 calcium fluorescence, antagonist; inhibition, % at 3 µM; hit rate 1.5% among 360,000; AID 624466;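 active means inhibition above a per-plate cutoff, the mean inhibition of test compounds on that plate plus 3 SD, cut at about 49% in these data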;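 further: 0% = DMSO plus EC80 beta-PEA response and 100% = DMSO alone without agonist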
Target sequence (Q96RJ0 whole entry, looked up): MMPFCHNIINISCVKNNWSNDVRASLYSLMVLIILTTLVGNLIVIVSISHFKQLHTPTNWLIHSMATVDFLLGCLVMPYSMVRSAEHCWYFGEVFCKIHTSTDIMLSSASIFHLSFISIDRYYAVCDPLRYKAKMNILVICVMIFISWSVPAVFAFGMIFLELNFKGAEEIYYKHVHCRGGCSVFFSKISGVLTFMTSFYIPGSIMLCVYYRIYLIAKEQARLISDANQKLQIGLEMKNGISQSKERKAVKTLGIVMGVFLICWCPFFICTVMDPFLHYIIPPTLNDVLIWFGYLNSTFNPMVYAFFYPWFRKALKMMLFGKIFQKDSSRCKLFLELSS
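Test system: RD-HGA16 CHO cells with stable hTAAR1 and Gα16 / Probe or stimulus: EC80 β-phenethylamine stimulus / Times: seeding 17-24 h prior, 75-min 37 °C, 30-min RT dye loading / Detection: Fluo-8 calcium-sensitive fluorescence / Read-out basis: % inhibition scaled between DMSO and EC80 PEA controls / Repeats: singlicate, one well per test compound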
TAAR1 ag – human TAAR1 agonism. AID 624467. activation, % at 3 µM. Q96RJ0. CHO RD-HGA16 TAAR1, Fluo-8 calcium fluorescence; vehicle wells 0%, saturating PEA agonist 100%. hit rate 0.99% among 360,000;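 active means activation above the mean activation of all test compounds in the run plus 3 SD, cut at about 38% in these data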
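Signal – calcium-sensitive Fluo-8 signal, excitation 470-495, emission 515-575 nm · System – RD-HGA16 (CHO) cells co-expressing Gα16 and hTAAR1 · Incubation – 17-24 h seeding, 75 min 37 °C dye, 30 min RT · Compound dosing – 3 µM single concentration · Repeats – no replicates (n 1)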
M1 PAM parental – counter-screen for M1 PAMs: effect in parental CHO-K1 cells; ATP EC20, Fluo-8 calcium fluorescence; 0% at ATP EC20, 100% at ATP max; activation, % at 3 µM; hit rate 0.02% among 360,000;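 active means activation above the run cutoff, the mean activation of all test compounds plus 3 SD, cut at about 40% in these data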;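 further: peak over basal fluorescence ratio in a 140 s read after ATP addition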
M1 ag – agonists of human M1 muscarinic receptor. P11229. CHO-K1 hM1, Fluo-8 calcium fluorescence, agonist mode; 0% DMSO, 100% acetylcholine EC100. activation, % at 3 µM. hit rate 0.33% among 360,000;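 active means activation above the run's mean compound activation plus 3 SD, cut at about 16% in these data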;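 further: peak over basal fluorescence ratio within a 140 s kinetic read after compound addition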
Target sequence (P11229 whole entry, looked up): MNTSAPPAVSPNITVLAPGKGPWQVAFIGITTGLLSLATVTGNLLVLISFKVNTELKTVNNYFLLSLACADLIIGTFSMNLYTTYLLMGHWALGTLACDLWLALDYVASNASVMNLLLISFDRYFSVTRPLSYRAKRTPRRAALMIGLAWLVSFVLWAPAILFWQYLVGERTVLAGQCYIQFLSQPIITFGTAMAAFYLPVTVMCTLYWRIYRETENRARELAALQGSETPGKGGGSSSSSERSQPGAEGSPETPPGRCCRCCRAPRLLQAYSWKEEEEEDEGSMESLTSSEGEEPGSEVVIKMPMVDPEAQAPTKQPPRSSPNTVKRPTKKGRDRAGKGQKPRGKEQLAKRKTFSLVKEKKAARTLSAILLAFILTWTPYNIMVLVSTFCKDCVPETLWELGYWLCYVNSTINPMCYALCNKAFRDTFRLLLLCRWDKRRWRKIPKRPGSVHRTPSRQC
CHRM1 PAM – positive allosteric modulators of human M1 muscarinic receptor. P11229. CHO-K1 hM1, Fluo-8 calcium fluorescence, ACh EC20; 0% = ACh EC20, 100% = maximal ACh. activation, % at 3 µM. hit rate 0.088% among 360,000. AID 588819; in the data active means activation above about 19%, passing the limit was not always enough
CHRM1 antagonist – antagonists of human M1 muscarinic receptor; inhibition, % at 3 µM; CHO-K1 hM1, Fluo-8 calcium fluorescence, ACh EC80 antagonist; P11229; hit rate 1.3% among 360,000;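 active means percent inhibition above its own plate's cutoff, namely the mean of that plate's compound wells plus 3 SD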;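 further: peak over basal fluorescence ratio during 140 s after agonist addition; 0% = ACh EC80 plus DMSO and 100% = DMSO alone without agonist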
Starred values were filed as active, the others as inactive; . = not tested or not shown; & = joins results of further samples.

SMILES | CHO-K1 Ca ag | CHO-K1 Ca antag | CHO parental Ca | TAAR1 antagonist | TAAR1 ag | M1 PAM parental | M1 ag | CHRM1 PAM | CHRM1 antagonist
O=C(NC(Cc1ccccc1)C(=O)O)/C(=C\c1ccc([N+](=O)[O-])cc1)NC(=O)c1ccco1 (stereo unspecified) | 0.9 | -4 | -7 | -27 | 3 | 11 | -1 | 9 | -5
Nc1ccc(Oc2ccc3nc(-c4ccccc4)c(-c4ccc([N+](=O)[O-])cc4)nc3c2)cc1 | -0.2 | -13 | -8 | -2 | -1 | 17 | -6 | -13 | 16
CCC(=O)NC(=S)Nc1ccc(S(=O)(=O)NC2CCCCC2)cc1 | 3.4 | 9 | 2 | -11 | 1 | 10 | -1 | -1 | -3
CCOc1ccccc1NC(=O)CN(c1nccs1)S(=O)(=O)c1ccc(N)cc1 | 0.3 | -3 | -18 | 5 | 2 | 5 | -5 | -3 | 3
Nc1nc2c(c(=O)[nH]1)C(c1ccccc1)C1=C(N2)c2ccccc2C1=O (stereo unspecified) | 0.2 | -8 | -7 | -19 | 0 | -2 | -5 | 8 | -9
NS(=O)(=O)c1ccc(Cc2ncc(C(F)(F)F)cc2Cl)s1 | -0.2 | 17 | -9 | -9 | 6 | -5 | -1 | -8 | -1
CC(C)=Cc1oc2ccc([N+](=O)[O-])cc2c1N1CCOCC1 | 0.3 | -8 | 1 | -29 | -1 | 14 | -3 | -4 | 6
COC(=O)c1cn(NC(=O)c2ccc([N+](=O)[O-])c(C)c2)c(=O)c2ccccc12 | 0.4 | 0 | -7 | -11 | 4 | 11 | -3 | 8 | -14
COc1ccccc1Nc1cc(C)nc2c(C)ccc([N+](=O)[O-])c12 | -0.1 | -14 | -33 | 27 | 11 | 22 | -8 | 1 | -6
CCCNC(=O)c1cc(C2CCCCN2C(=O)c2cc(F)ccc2C)on1 (stereo unspecified) | 1.2 | -19 | . | 2 | 1 | 22 | -4 | 9 | -15
Cc1nc2nc(C)c(CCC(=O)N3CCN(c4ccccc4)CC3)c(C)n2n1 | 0.1 | 13 | -18 | 2 | 2 | -9 | -2 | -2 | 6
O=c1c2c3c(sc2nc2n1CCCCC2)CCC3 | 0.2 | -5 | -13 | 2 | 5 | 6 | -6 | -1 | 0

Limited to CHRM1 PAM and M1 ag, for some of the entries so far:
molecule	CHRM1 PAM	M1 ag
CC(C)=Cc1oc2ccc([N+](=O)[O-])cc2c1N1CCOCC1	-4	-3
COC(=O)c1cn(NC(=O)c2ccc([N+](=O)[O-])c(C)c2)c(=O)c2ccccc12	8	-3
COc1ccccc1Nc1cc(C)nc2c(C)ccc([N+](=O)[O-])c12	1	-8

The list continues:
SMILES | CHO-K1 Ca ag | CHO-K1 Ca antag | CHO parental Ca | TAAR1 antagonist | TAAR1 ag | M1 PAM parental | M1 ag | CHRM1 PAM | CHRM1 antagonist
CCN(CC)c1nc(Nc2ccccc2)nc(Oc2ccc(=O)[nH]n2)n1 | 1.3 | -9 | -29 | 2 | 15 | 22 | -7 | 5 | -4
CCN(CC)CCOC(=O)c1cccc(Br)c1 | 0.6 | -8 | -1 | 11 | -1 | 18 | -5 | -8 | 15
Cc1ccc(SCC(=O)Nc2ccc(F)cc2[N+](=O)[O-])cc1C | 0.1 | -4 | -35 | 20 | 1 | 16 | -8 | -2 | -4
CC1(C)C(=O)Nc2ccccc2N1C(=O)COC(=O)COc1ccc(C#N)cc1 | 3.9 | 16 | -10 | -1 | 3 | -22 | 0 | -10 | 28
COc1ccc(CCNC(=O)c2ccc(NC(=O)CC3SC(N4CCCCC4)=NC3=O)cc2)cc1OC (stereo unspecified) | -0.3 | -17 | . | 3 | 6 | -1 | 0 | -3 | 5
CC(=O)c1ccc(OCC(=O)NCc2ccc(F)cc2)cc1 | 0.7 | -11 | -6 | 13 | 3 | 18 | -10 | 12 | -4
O=C(NCCC1=CCCCC1)C1CCC(CNc2c(N3CCCCC3)c(=O)c2=O)CC1 (stereo unspecified) | 4.8 | -7 | -10 | -19 | 8 | 23 | -8 | 8 | -9
CCOC(=O)c1c(NC(=O)COC(=O)c2ccccc2NC)sc(C(=O)N(C)C)c1C | -0.3 | -8 | -24 | -36 | 1 | 13 | -3 | -2 | 7
CC(CN1CCOCC1)OC(=O)c1cccc(Br)c1 (stereo unspecified) | 0.1 | -2 | 1 | -24 | 13 | -5 | -7 | 2 | -22
COc1ccc2c(c1)N1CCN=C1N2C | 0.2 | -10 | -18 | 6 | 6 | 11 | -5 | 5 | -10
COC(=O)c1[nH]c2c(c1C)C(=O)CC(c1ccc(OC)c(OC)c1)C2 (stereo unspecified) | 23* | 11 | -5 | 0 | 5 | -6 | 3 | -1 | 2
Cc1cccc(C)c1OCC(=O)NCC1CCCO1 (stereo unspecified) | 0.7 | -14 | -7 | -19 | 3 | 12 | -4 | 6 | -13

Three of these compounds in another layout.
molecule	CHO-K1 Ca ag	CHO-K1 Ca antag	CHO parental Ca	TAAR1 antagonist	TAAR1 ag	M1 PAM parental	M1 ag	CHRM1 PAM	CHRM1 antagonist
O=C(NCCC1=CCCCC1)C1CCC(CNc2c(N3CCCCC3)c(=O)c2=O)CC1 (stereo unspecified)	4.8	-7	-10	-19	8	23	-8	8	-9
CCOC(=O)c1c(NC(=O)COC(=O)c2ccccc2NC)sc(C(=O)N(C)C)c1C	-0.3	-8	-24	-36	1	13	-3	-2	7
COc1ccc2c(c1)N1CCN=C1N2C	0.2	-10	-18	6	6	11	-5	5	-10

Additional records.
SMILES | CHO-K1 Ca ag | CHO-K1 Ca antag | CHO parental Ca | TAAR1 antagonist | TAAR1 ag | M1 PAM parental | M1 ag | CHRM1 PAM | CHRM1 antagonist
CCN(CC(=O)Nc1ccc(NC(C)=O)cc1)C(=O)c1cc(S(=O)(=O)N2CCCCCC2)ccc1OC | 0.2 | 0 | -17 | -4 | -1 | 8 | -4 | 2 | -9
CCNC1=C(Cl)C(=O)c2ccccc2C1=O | -0.6 | -6 | 8 | -25 | 6 | 6 | -7 | 4 | -1
CN(C)c1nc(OCCNC(=O)COc2ccc(Cl)cc2Cl)nc(N(C)C)n1 | -0.3 | -4 | -26 | 7 | 3 | -1 | -6 | 1 | -7
O=C1C=C(c2ccnc3cc(Cl)ccc23)C[C@@H](c2ccc3c(c2)OCO3)C1 | 8.5 | -1 | -24 | 9 | 5 | 9 | -1 | -9 | 22
COc1ccc(C2CC2C(=O)c2ccccn2)cc1 (stereo unspecified) | 0.5 | -6 | -7 | -1 | -1 | 11 | -8 | 9 | -7
CCOc1cc(Cl)c(S(=O)(=O)NCc2cccnc2)cc1Cl | 5.3 | -8 | 20 | -17 | 5 | 14 | 1 | 4 | -16
Cc1ccc(C)c2[nH]c(=O)c(CCNC(=O)CC(C)(C)C)cc12 | 0.8 | 0 | -6 | 4 | 2 | 5 | -2 | 4 | -11
CC1Cc2ccccc2N1C(=O)COC(=O)CCc1nc2ccccc2c(=O)[nH]1 (stereo unspecified) | 1.1 | 10 | -21 | 2 | 6 | 9 | -7 | 4 | 1
CC(=O)Nc1cc(-c2ccc(N3CCN(C)CC3)cc2)cn2c(-c3cccc(C(C)=O)c3)cnc12 | 0.3 | -22 | . | -11 | 0 | 16 | -9 | -5 | -3
C[C@H](CO)N1C[C@H](C)[C@@H](CN(C)C(=O)NC2CCCCC2)Oc2ccc(NC(=O)c3ccncc3)cc2C1=O | 1.2 | -21 | 1 | 12 | 3 | 18 | -3 | -2 | -2
O=C(O)/C=C\C(=O)Nc1ccccc1C(=O)NC1CCCCC1 | -0.5 | 0 | -6 | -9 | 7 | 8 | -5 | 1 | -7
CCC(SCC(=O)OC)C(=O)Nc1nnc(C(C)C)s1 (stereo unspecified) | 0.5 | 10 | -12 | -13 | 0 | 0 | -3 | 1 | -11

A draw from above in order of length of the SMILES, ascending.
SMILES | CHO-K1 Ca ag | CHO-K1 Ca antag | CHO parental Ca | TAAR1 antagonist | TAAR1 ag | M1 PAM parental | M1 ag | CHRM1 PAM | CHRM1 antagonist
O=C(O)/C=C\C(=O)Nc1ccccc1C(=O)NC1CCCCC1 | -0.5 | 0 | -6 | -9 | 7 | 8 | -5 | 1 | -7
CC1Cc2ccccc2N1C(=O)COC(=O)CCc1nc2ccccc2c(=O)[nH]1 (stereo unspecified) | 1.1 | 10 | -21 | 2 | 6 | 9 | -7 | 4 | 1
O=C1C=C(c2ccnc3cc(Cl)ccc23)C[C@@H](c2ccc3c(c2)OCO3)C1 | 8.5 | -1 | -24 | 9 | 5 | 9 | -1 | -9 | 22

(listing goes on)
SMILES | CHO-K1 Ca ag | CHO-K1 Ca antag | CHO parental Ca | TAAR1 antagonist | TAAR1 ag | M1 PAM parental | M1 ag | CHRM1 PAM | CHRM1 antagonist
Cc1nc(N2CCN(S(=O)(=O)c3cccs3)CC2)c2c(-c3ccccc3)c(C)sc2n1 | -0.1 | -8 | . | 25 | 2 | 13 | -5 | 0 | -6
Cc1cc(C(=O)Nc2nc3c(s2)CCCC3)no1 | 0.5 | -11 | -15 | 12 | 3 | 14 | -4 | 8 | -9
CN(C(=O)C1CCC(=O)N(Cc2ccccc2F)C1)C1CCOCC1 (stereo unspecified) | 0.7 | 7 | -7 | -10 | 1 | -8 | -1 | 0 | 3
CCOc1ccc2nc(N/C(N)=N/S(C)(=O)=O)nc(C)c2c1 | 0.0 | -15 | -5 | 8 | 1 | 17 | -1 | 15 | -20
COc1ccc(C(O)c2nc(-c3ccc4c(c3)OCO4)cs2)cc1 (stereo unspecified) | 4.4 | -11 | . | -29 | 4 | 12 | 4 | 6 | -13
CCOC(=O)[C@]12CCCC=C1N(Cc1ccc(Cl)cc1Cl)C(=O)[C@H](CC(=O)NCc1ccccc1)C2 | -0.1 | -20 | . | -1 | 0 | 15 | . | . | .
Cc1ccccc1C(=O)NNC(=O)/C=C/c1ccccc1 | 1.0 | -2 | -7 | -2 | 2 | 16 | -2 | 12 | -4
CC(C)OC(=O)c1ccc(Cn2nnc3ccccc3c2=O)cc1 | 0.5 | -2 | -13 | 4 | 2 | 14 | -4 | -3 | 2
CC(OC(=O)C1=COCCO1)C(=O)NC1(C#N)CCCCC1 (stereo unspecified) | 1.2 | -13 | -5 | -8 | 1 | 13 | -2 | 6 | -8
CCN(c1cccc(C)c1)S(=O)(=O)c1csc(C(N)=O)c1 | 1.5 | -10 | 6 | -24 | 0 | -2 | -1 | 1 | -1
CCOC(=O)C1=C(C)NC(C)=C(C(=O)OCC)C1C(=O)OCC(=O)NC(C)C | 4.7&3.9 | -3&3 | -12 | 60* | 16&18 | -16&13 | 0&-1 | -14&-2 | 17&-9
N/C(=N\OC(=O)CCCc1ccccc1)c1ccc([N+](=O)[O-])cc1 | 2.0 | -8 | -4 | -9 | -3 | 24 | -6 | 1 | 12
Cc1cc(C(=O)c2ccccc2)c(NC(=O)CN2CCOCC2)s1 | 0.5 | -19 | -9 | -4 | 6 | 29 | -6 | -2 | -2
CCn1cc(Br)c(-c2nc3ccccc3c(=O)n2N)n1 | 0.8 | -15 | -10 | -7 | 2 | 22 | -5 | 8 | -12

Bioassay records as filed in PubChem BioAssay.
